MCF10A rereplic: induces DNA re-replication in MCF 10a normal breast cells; 350,000 compounds, 2.9% hits; MCF 10A DNA re-replication, Hoechst nuclear intensity, 48 h; Potency, µM (highest dose often 46.1 µM), without a hit: at the top dose activity, positive = re-replication, usual class: activators; also: potency is read from the fitted curve at half-maximal effect; % of control where 0% means no effect; nearly all actives have a fitted effect of over 50% in size
KB-3-1 tox: KB-3-1 parental cell cytotoxicity; KB-3-1 viability, CellTiter-Glo ATP luminescence, 72 h; Potency, µM (highest dose often 46.1 µM), inactives show top-dose activity change, negative = cytotoxic, actives largely listed as cytotoxic; 400,000 compounds, 1.4% hits; also: potency is read from the fitted curve at half-maximal effect; % is scaled to controls: 0 for no effect and ±100 for the full control effect; nearly all actives have a fitted effect of over 60% in size
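KB-3-1 cells, DMEM (no phenol red) + 10% FBS; compound by pin transfer, 72 h, 37 °C. Readout: CellTiter-Glo luminescence after 10 min. Data normalized, curve-fitted.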
IL-1B inflam inh: inflammasome signaling inhibition, IL-1 beta readout. 360,000 compounds, 4.7% hits. activity change, % at 57.5 µM. THP-1 LPS/ATP IL-1B secretion, AlphaLISA, 16 h; hits give low values; in the data active = activity change below about -50%; inconclusive = mostly about -30% to -49%; also: % is scaled to controls: 0 for no effect and ±100 for the full control effect
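THP-1 cells pretreated 1 hr with compounds (up to 57.5 uM final), then stimulated with LPS (250 ng/mL final) plus ATP (1.25 mM final); secreted IL-1B measured by AlphaLISA after 16 hr, decreased signal indicating inhibition.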
SW480 rereplic: induces DNA re-replication in SW480 colon adenocarcinoma cells | SW480 DNA re-replication, Hoechst DNA content imaging, 48 h | Potency, µM (highest dose often 46.1 µM), inactives show top-dose re-replication activation, hits mostly activators | 340,000 compounds, 1.8% hits; also: potency is read from the fitted curve at half-maximal effect; % of control where 0% means no effect; nearly all actives have a fitted effect of over 55% in size
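Compounds, transferred as 23 nL by pin tool, were incubated with cells for 48 hr; DNA content per nucleus was then quantified by Hoechst staining and fluorescence plate imaging.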
ATXN2 expr inh: reduces ATXN2 reporter expression in HEK-293 cells; HEK-293 ATXN2-luciferase reporter, luminescence, 24 h; Potency, µM (doses to about 57 µM), for inactives: at the highest dose activity change, negative = inhibition, hits mostly inhibitors; 360,000 compounds, 0.72% hits; AID 1745845; also: potency is read from the fitted curve at half-maximal effect; % is scaled to controls: 0 for no effect and ±100 for the full control effect; nearly all actives have a fitted effect of over 55% in size
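qHTS (up to 57 uM final) was run with 24 h compound exposure of reporter cells at 37 °C. Each well was multiplexed: SteadyGlo luminescence measured ATXN2-luciferase expression after a fluorogenic Gly-Phe-AFC viability readout (25 uM final).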
KB-V1 MDR tox: KB-V1 MDR subline cytotoxicity; KB-V1 MDR cells viability, CellTiter-Glo, 72 h; Potency, µM (top dose mostly 46.1 µM), without a hit: at the highest dose activity change, negative = cytotoxicity, actives largely listed as cytotoxic; 400,000 compounds, 3.4% hits; AID 1347076; also: potency is read from the fitted curve at half-maximal effect; % is scaled to controls: 0 for no effect and ±100 for the full control effect; nearly all actives have a fitted effect of over 60% in size
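Cells of the MDR subline KB-V1 are plated, dosed with compound at multiple concentrations, and incubated 72 h at 37 degrees C; CellTiter-Glo is then added and luminescence read after 10 min.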
WRN helicase inh: WRN helicase (human) inhibition; Q14191; WRN helicase unwinding, fluorescent forked duplex, kinetic; Potency, µM (titrated, usually from 114 µM), inactives show at the highest dose activity change, negative = inhibition, most hits filed as inhibitors; 360,000 compounds, 0.46% hits; AID 651768; also: potency is read from the fitted curve at half-maximal effect; % is scaled to controls: 0 for no effect and ±100 for the full control effect; nearly all actives have a fitted effect of over 55% in size
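Kinetic fluorescence helicase assay: unwinding of a quenched forked DNA duplex (100 nM final) with 2 mM ATP final raises red fluorescence (525/598 nm). Compounds sat 15 min at room temperature with 20 nM WRN beforehand.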
HT1080NT lethal: kills 2HG-producing HT-1080-NT fibrosarcoma cells; HT-1080-NT fibrosarcoma viability, CellTiter-Glo ATP luminescence, 48 h; Potency, µM (doses to about 46.1 µM), for inactives: at the top dose activity, negative = less viability, actives largely listed as cytotoxic; AID 686970; 360,000 compounds, 1.6% hits;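 also: NT is the 2HG producing partner of a matched IDH1 knockdown line; potency is read from the fitted curve at half-maximal effect; 0% = DMSO-treated cells and -100% = media-only wells without cells; nearly all actives have a fitted effect of over 55% in size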
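HT-1080-NT fibrosarcoma cells (2HG-overproducing), 750 cells/well in RPMI with 5% FBS, dosed after 2 h and incubated 48 h at 37C. CellTiter-Glo luminescence normalized to DMSO and no-cell wells; concentration-response curves fitted and classed.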
HT1080 IDH1KD tx: kills HT-1080 cells with IDH1 knockdown | Potency, µM (top dose mostly 46.1 µM), for inactives: top-dose activity, negative = toxicity, hits mostly cytotoxic | 360,000 compounds, 2% hits | HT-1080 IDH1 knockdown viability, ATP luminescence, 48 h;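 also: potency is read from the fitted curve at half-maximal effect; 0% = DMSO wells and -100% = cell-free medium wells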
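CellTiter-Glo luminescence after 48 h compound exposure at 37 degrees C of IDH1-knockdown HT-1080 cells in 5% FBS RPMI. %Activity scaled between DMSO wells and cell-free media wells, with curves fitted and assigned curve classes.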
Numbers without * were called inactive; ? = inconclusive; / = no result given; [ ] = remark or other dose. Unless noted, calls follow the shape of the dose curve; as a rule, active = well fitted curve in the direction sought with a large enough effect; inconclusive = small, poorly fitted or top-dose-only effect, or another doubt; inactive = no such curve, though single readings can be large; an effect the other way counts as inactive or inconclusive.

Order of results – MCF10A rereplic	KB-3-1 tox	IL-1B inflam inh	SW480 rereplic	ATXN2 expr inh	KB-V1 MDR tox	WRN helicase inh	HT1080NT lethal	HT1080 IDH1KD tx
#1 CCn1cc(C(=O)O)c(=O)c2cc(F)c(N3CCN(C(=S)Nc4ccc(OC)cc4)CC3)cc21
 : 0.3%	-10.3%	?	-7.1%	-1.6%	-2.7%	-6.8%	18.7%	-0.8%
#2 CC1(c2ccc3ccccc3c2)NC(=O)N(CC(N)=O)C1=O (stereo unspecified)
 : 15.1%	17.2%	-5.1	-11.0%	-1.1%	9.3%	-1.9%[57.1 µM]	-1.5%	9.7%
#3 COC(=O)C(C)Oc1ccc(-c2nccc(-c3cccs3)n2)cc1 (stereo unspecified)
 : -2.0%	0.3%	3.0	2.0%	24.8%	26.7%	-26.6%	14.4%	11.0%
#4 Cn1c(SCC(=O)N2CCc3ccccc32)nnc1-c1ccc(S(=O)(=O)N2CCCC2)cc1
 : 1.6%	0.0%	1.9	?	5.7%	?	-17.9%	-1.7%	-1.9%
#5 CC1CCCCN1CCCNC(=O)c1nn(C)c2c1CSc1ccccc1-2 (stereo unspecified)
 : -12.2%	-10.9%	0.0	-18.7%	16.1%	-7.9%	10.6%	?	-2.0%
#6 O=C(COC(=O)CSc1ccc2ccccc2c1Br)NC1CC1
 : -1.1%	4.7%	3.8	0.3%	8.3%	5.1%	-1.8%	-12.8%	-25.5%
#7 COc1ccc(NC(=O)C2CC2)cc1OC1CCCC1
 : -10.9%	-3.7%	4.6	-4.4%	4.1%	0.0%	13.8%	11.2%	11.9%
#8 COc1ccc(C(=O)NCC(=O)OCc2ccc(Br)cc2)cc1
 : -0.2%	-1.2%	20.6	19.1%	1.4%	1.5%	2.8%	8.2%	15.8%
#9 Cc1c(OCC(=O)Nc2cccnc2)ccc2c3c(c(=O)oc12)CCC3
 : -6.9%	-2.8%	-6.7	0.2%	/	-0.4%	-0.4%	4.5%	12.6%
#10 O=C(Cc1ccccc1F)Nc1nc(-c2ccc(F)c(F)c2)cs1
 : 16.4µM*	?	-89.7*	?	-30.3%	?	-1.5%	?	?
#11 CC(C)Nc1nc(Oc2ccc(=O)n(-c3ccccc3)n2)nc(N(C)C)n1
 : 1.4%	3.5%	11.3	-128.5%[inhibitor]	0.3%	-1.9%	8.2%	4.3%	-8.8%
#12 CCCCCCc1nnc(N)s1
 : 0.1%	-9.0%	-1.7	-0.6%	5.1%	16.4%	-12.0%	13.6%	4.3%
#13 COC(=O)Cc1nc2ccccc2[nH]1
 : ?	-0.7%	38.9	?	18.6%	0.0%	-4.5%	-2.0%	-0.5%
#14 CCc1sc(C(=O)Nc2ccc3nc(C)sc3c2)cc1C
 : ?	-7.0%	-51.9*	-5.9%	0.0%	-16.5%	-25.7%	-3.8%	-3.9%
#15 Cn1c(Oc2ccc(Cl)cc2)c(C=O)c2ccccc21
 : ?	20.6µM*	-94.8*	-1.0%[9.22 µM]	-5.5%	?	9.4%	?	?
#16 COc1ccc(Nc2nc(Cl)nc(Nc3ccc(OC)cc3OC)n2)c(OC)c1
 : 15.1%	-5.3%	-50.4*	1.7%	-34.5%	1.0%	7.7%[57.1 µM]	-6.0%	0.0%
#17 Cn1c(CN2CCCCC2)nc2cc(NC(=O)c3ccccc3)ccc21
 : -5.5%	5.0%	0.0	5.2%	11.0%	8.2µM*	10.7%	12.1%	-1.8%
#18 CO/N=C\Cc1oc(=O)c(NC(=O)c2ccccc2)cc1C(=O)OC
 : 8.6%	8.3%	2.7	25.8%	-5.0%	0.0%	-8.9%	13.8%	12.1%
#19 Cc1c(C(=O)N2CCCC(C)C2)sc2ncnc(N3CCCCC3C)c12 (stereo unspecified)
 : 2.2%	3.5%	-2.7	-10.2%	-10.6%	-2.3%	-2.4%	5.2%	-3.3%
#20 CCC(C)(C)NC(=O)c1ccc(Sc2nncn2C)c([N+](=O)[O-])c1
 : 1.1%	-3.2%	-11.9	-2.4%	-23.9%	?	0.0%	-7.5%	2.8%
#21 COc1cc(C2CC(=O)Nc3ccccc3S2)cc(OC)c1OC (stereo unspecified)
 : ?	4.6%	12.0	5.2%	-8.1%	10.3µM*	-9.0%	2.2%	3.0%
#22 Cc1ccc(CN2CCN(C(=O)CCC(=O)Nc3nnc(C(C)C)s3)CC2)c(C)c1
 : 2.3%	-19.3%	-86.4*	-2.3%	-1.4%	?	?	-22.1%	-15.8%
#23 CCCn1c2ccccc2c2cnn(CC(=O)O)c(=O)c21
 : 0.4%	17.0%	3.3	-19.6%	6.2%	16.8%	6.0%	?	28.2%
#24 S=C(NCc1cccnc1)Nc1cc(Cl)cc(Cl)c1
 : 12.5%	-1.8%	0.0	-0.4%	/	-16.6%	-1.2%	-8.3%	-4.1%
#25 Cc1ccc(SCCNC(=O)CN2C(=O)c3ccccc3S2(=O)=O)cc1
 : ?	5.3%	17.2	-3.6%	-0.9%	22.1%	-4.9%	8.0%	12.7%
#26 Cc1ccccc1CC(=O)N1CCN(S(=O)(=O)c2cccs2)CC1
 : 2.8%	-9.2%	-6.9	-0.5%	-7.1%	-18.2%	3.3%	-1.4%	-0.6%
#27 CC1=C(C(=O)OC(C)C)C(c2ccccc2Cl)CC(=O)N1 (stereo unspecified)
 : 4.2%	5.0%	2.0	0.3%	-12.9%	-18.0%	-5.2%	-3.1%	-16.4%
#28 COc1ccc(C(=O)Cn2c(=O)c(CCC(=O)O)nn3c4ccccc4nc23)cc1OC
 : -4.6%	-9.2%	12.9	-8.3%	-3.6%	2.5%	-12.4%	4.7%	21.8%
#29 Cc1sc(NC(=O)CCl)c(C(=O)c2ccccc2)c1C
 : ?	?	-98.2*	?	?	-13.4%	-31.4%[57.1 µM]	?	?
#30 O=C(COc1cccc(NC(=O)c2ccccc2)c1)c1ccc(F)cc1
 : 2.6%	-5.4%	-5.9	1.6%	-5.1%	-23.3%	-1.4%	-6.2%	-26.9%
#31 CC(=O)N1c2ccccc2S(=O)(=O)c2ccccc21
 : ?	6.9%	38.3	-6.8%	7.4%	-1.9%	-1.9%	8.7%	11.4%
#32 O=S(=O)(c1cccc(Cl)c1Cl)N1CCCCC1
 : -20.5%	7.6%	10.1	-1.0%	-16.6%	14.1%	1.6%	1.6%	-0.6%
#33 Cc1ccnc2nc(C(=O)NC3CCCc4ccccc43)nn12 (stereo unspecified)
 : 2.3%	0.8%	12.5	-3.2%	-20.0%	-2.1%	-2.9%	0.9%	-1.7%
#34 COc1ccc(Nc2nc(C)cc(C)c2C(N)=O)cc1
 : -7.2%	-2.2%	14.9	7.9%	9.1%	11.0%	-1.8%	1.9%	2.6%
#35 Cc1ccc(N(C(=O)c2csnn2)C(C(=O)NCc2ccccc2)c2cccnc2)cc1 (stereo unspecified)
 : -1.8%	-2.1%	-5.2	5.7%	-18.2%	?	-2.0%	-0.2%	-7.0%
#36 COc1ccc([N+](=O)[O-])cc1NCc1cccc([N+](=O)[O-])c1
 : -1.1%	-9.3%	-23.5	5.5%	-38.1%[11.3 µM]	-25.4%	?	?	?
#37 Cc1ccccc1N1CCN(CC(=O)Nc2ccccc2C(=O)NC2CC2)CC1
 : 4.6%	-13.4%	48.0	-2.6%	/	-0.9%	0.5%	-4.9%	-2.4%
#38 O=C(c1ccco1)N1CCN(Cc2nnnn2CCc2ccccc2)CC1
 : 17.5%	9.4%	3.5	-6.2%	10.4%	3.7%	5.3%	14.5%	13.2%
#39 COc1cc(SC)ccc1C(=O)Nc1ccc2c(c1)CCC2
 : ?	-7.2%	?	20.4%	104.6%[activator]	?	-6.1%	-22.3%	-26.5%
#40 CCN1CCC2(CC1)Oc1c(OC)cccc1C1CC(c3cccnc3)=NN12 (stereo unspecified)
 : -1.8%	?	-9.7	-3.4%	43.1%[activator]	3.3%	5.6%	5.3%	3.3%
#41 C=CCOc1ccc(CN(C)CC(=O)N(CC(C)C)c2c(N)n(CC(C)C)c(=O)[nH]c2=O)cc1
 : -9.8%	-1.2%	3.4	1.5%	-8.3%	20.2%	4.6%	1.6%	4.4%
#42 O=C(Nc1nccs1)C1CCCN1S(=O)(=O)c1ccc(F)cc1 (stereo unspecified)
 : -4.6%	-0.8%	-1.9	-8.4%	-2.7%	-13.3%	-15.0%	-4.3%	-1.9%
#43 CC(C)(C)NC(=O)/C=C/c1ccc(C(F)(F)F)cc1
 : ?	-11.3%	0.0	-45.0%	59.0%[activator]	4.7%	-8.9%	-0.1%	-6.2%

One compound at a time, from the list above.
Results for Cc1ccccc1N1CCN(CC(=O)Nc2ccccc2C(=O)NC2CC2)CC1 = MCF10A rereplic = 4.6%; KB-3-1 tox = -13.4%; IL-1B inflam inh = 48.0; SW480 rereplic = -2.6%; ATXN2 expr inh = /; KB-V1 MDR tox = -0.9%; WRN helicase inh = 0.5%; HT1080NT lethal = -4.9%; HT1080 IDH1KD tx = -2.4%
Results for COc1ccc([N+](=O)[O-])cc1NCc1cccc([N+](=O)[O-])c1 = MCF10A rereplic = -1.1%; KB-3-1 tox = -9.3%; IL-1B inflam inh = -23.5; SW480 rereplic = 5.5%; ATXN2 expr inh = -38.1%[11.3 µM]; KB-V1 MDR tox = -25.4%; WRN helicase inh = ?; HT1080NT lethal = ?; HT1080 IDH1KD tx = ?

Compound activity (PubChem)
